High-throughput results (PubChem BioAssay)
A350 fluor: qHTS Assay for Spectroscopic Profiling in A350 Spectral Region | Compound autofluorescence, 340/450 nm, Alexa 350 dye-equivalents; active compounds read high | actives 11% (n = 59,000) | max dye-equivalent concentration, M; in the data active = max dye-equivalent concentration above about 10 nM; inconclusive = mostly about 1.1 nM to 9.6 nM
USP2a inh: qHTS Assay for Inhibitors of Ubiquitin-specific Protease USP2a | USP2a enzymatic assay, qHTS inhibition | Potency, µM (doses to about 38.3 µM), without a hit: at the highest dose activity change, negative = inhibition, hits mostly inhibitors | actives 0.1% (n = 60,000) | AID 927, 2007;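 note: potency is the fitted concentration of half-maximal effect; nearly all actives have a fitted effect of over 60% in size; plate controls were DMSO for no effect and NEM full inhibition control for full effect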
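20 nM USP2 core + cpd, 30 min RT; add 20 nM Ub-PLA2/20 uM NBD C6-HPC; read Ex460/Em535 at 0 h and 2.5 h. Normalized to NEM; qHTS curve fit/classification.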
Caspase-7 inhib: qHTS Assay for Allosteric/Competitive Inhibitors of Caspase-7. P55210. actives 0.02% (n = 75,000). AID 889, 2007. Potency, µM (doses to about 57.5 µM), inactives show top-dose activity change, negative = inhibition, actives largely listed as inhibitors. recombinant caspase-7, Ac-DEVD-AFC fluorescence rate; active = well fitted inhibition curve with a large enough effect in the main read-out, with a control signal flat, not every such curve was filed as active; inconclusive = small, poorly fitted or top-dose-only effect, or a change in a side signal; note: potency is the fitted concentration of half-maximal effect; % of control where 0% means no effect
HEK293 cAMP cs: qHTS Assay for Agonists of the Thyroid Stimulating Hormone Receptor: Activators of Intracellular cAMP Concentrations in Parental HEK 293; AID 938, 2007; actives 2.5% (n = 73,000); parental HEK293 CNG cAMP sensor, membrane potential fluorescence; Potency, µM (top dose mostly 57.1 µM), without a hit: at the highest dose activation, most hits filed as activators; note: potency is the fitted concentration of half-maximal effect; % of control where 0% means no effect; nearly all actives have a fitted effect of over 55% in size
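Counterscreen for endogenous-receptor signalling: CNG-channel HEK 293 cells report cAMP rise by membrane depolarization. After 60 min dye equilibration with 100 uM RO 20-1724, compounds incubated 30 min before bottom-read fluorescence at 590 nm.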
Fluorescein fluor: qHTS Assay for Spectroscopic Profiling in Fluorescein Spectral Region; max fluorescein-equivalent concentration, M; actives 0.91% (n = 59,000); Compound autofluorescence, 480/540 nm, fluorescein-equivalent; active compounds read high; AID 593, 2007; in the data active = max fluorescein-equivalent concentration above about 10 nM; inconclusive = between about 1.1 nM and that limit
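Each compound is tested across a concentration series in 100 mM Tris buffer at pH 8.0. After 15 min at room temperature, plates are imaged with 480 nm excitation and 540 nm emission filters, and intensities are converted to fluorescein-equivalent values.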
Casp1 inh: qHTS Assay for Allosteric/Competitive Inhibitors of Caspase-1; Potency, µM (highest dose often 57.5 µM), inactives show at the highest dose activity change, negative = inhibition, actives largely listed as inhibitors; Caspase-1 enzyme, Ac-WEHD-AFC fluorogenic rate; P29466; actives 0.03% (n = 75,000);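 note: potency is the fitted concentration of half-maximal effect; plate controls were vehicle for no effect and no substrate for full effect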
GFP derepression: qHTS Assay for Epigenetic Modulators | actives 0.09% (n = 68,000) | mouse C127i GFP locus derepression, cytometry, 30 h | Potency, µM (highest dose often 46.1 µM), inactives show top-dose GFP derepression (activation); note: % of control where 0% means no effect
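Derepression screen: silenced CMV-GFP reporter in murine C127i cells, 30 h compound incubation at 37 C, washed cells imaged by laser-scanning cytometer to enumerate GFP-expressing objects of 20 to 120 um.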
4MU fluor: qHTS Assay for Spectroscopic Profiling in 4-MU Spectral Region; max dye-equivalent concentration, M; actives 11% (n = 59,000); compound autofluorescence, 340/450 nm, 4-MU equivalents; active compounds read high; AID 589, 2007; in the data active = max dye-equivalent concentration above about 10 nM; inconclusive = mostly about 1.1 nM to 9.6 nM
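Intrinsic fluorescence at 340/450 nm (ex/em) was read after 15 min at room temperature in pH 8.0, 100 mM Tris. Each compound concentration expressed as 4-MU-equivalent concentration from a six-point 4-MU standard series on each plate.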
BRCT PPI green: qHTS Assay for Inhibitors of BRCT-Phosphoprotein Interaction (Green Fluorophore). AID 875, 2007. BRCA1 BRCT-phosphopeptide binding, green fluorescence polarization. actives 0.05% (n = 75,000). Breast cancer type 1 susceptibility protein (Homo sapiens), P38398. Potency, µM (doses to about 76.9 µM), for the others: at the top dose activity change, negative = inhibition, hits mostly inhibitors;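 note: potency is the fitted concentration of half-maximal effect; plate controls were peptide without protein for full effect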
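Fluorescence polarization: His-tagged BRCT (~35 kDa BRCA1 C-terminus, 250 nM) bound to 100 nM fluorescein-labeled phosphorylated 10-aa BACH1 peptide, pH 7.3 phosphate buffer with DTT and Tween 20. Compounds incubated 12 min at room temperature; inhibition read as lowered polarization.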
BRCT inh red: qHTS Assay for Inhibitors of BRCT-Phosphoprotein Interaction (Red Fluorophore); BRCT-phosphopeptide binding, red fluorescence polarization; AID 892, 2007; actives 0.03% (n = 75,000); Breast cancer type 1 susceptibility protein (Homo sapiens), P38398; Potency, µM (series often up to 76.9 µM), without a hit: top-dose activity change, negative = inhibition, actives largely listed as inhibitors; note: % is set by controls: 0 for no effect and ±100 for the full control effect
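Rhodamine-labelled pBACH1 10-mer (100 nM) bound to BRCT domain (100 nM) at pH 7.3; compounds incubated 12 min room temperature, polarization read. Free peptide defines full inhibition; unlabelled decapeptide titrated as control.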
UbGFP stabilizer: Ubiquitin-GFP Assay | Ubiquitin-GFP reporter cells, proteasome inhibition, GFP fluorescence; response scale: untreated = 0%, 10 µM MG-132 = 100% | Potency, µM (series often up to 45.9 µM), inactives show at the top dose activation (GFP accumulation), actives largely listed as activators | 67,000 tested, under 10 active | AID 526, 2006; active = well fitted activation curve with a large enough effect, not every such curve was filed as active; inconclusive = small, poorly fitted or top-dose-only effect, or another doubt; inactive = no such curve, though single readings can be large or run the other way; note: potency is the fitted concentration of half-maximal effect
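U2OS cells stably expressing ubiquitin(G76V)-GFP, seeded overnight in 0.5% FBS medium, were exposed to compounds (qHTS, 46 uM to 2.9 nM) for 4 hr at 37 °C. GFP-positive cells were counted by laser cytometry (488 ex/515 em), normalized between basal and 10 uM MG-132.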
Numbers without * were called inactive; i = inactive; ? = inconclusive; . = no result given; [ ] = dose if it differs, or a comment. Unless noted, calls come from the whole dose curve; as a rule, active = well fitted curve in the direction sought with a large enough effect; inconclusive = small, poorly fitted or top-dose-only effect, or another doubt; inactive = no such curve, though single readings can be large; an effect the other way counts as inactive or inconclusive. Only part of the results is shown; rates above refer to the full screens.

SMILES	A350 fluor	USP2a inh	Caspase-7 inhib	HEK293 cAMP cs	Fluorescein fluor	Casp1 inh	GFP derepression	4MU fluor	BRCT PPI green	BRCT inh red	UbGFP stabilizer
CC(=O)Nc1ccccc1Sc1ccccc1	i	0%	1%	-4%	i	-1%	0%	i	-4.1%	-0.2%	0%
CC(=O)OCC(=O)C1CCC2C3CCC4=CC(=O)CC[C@@]4(C)C3CC[C@]12C (stereo partly drawn)	.	-3%	-3%	.	.	3%	.	.	-2.9%[3.08 µM]	-3.9%	.
S=C(c1ccc2c(c1)OCO2)N1CCCC1	i	-4%	-1%	5%	i	1%	6%	i	-1.0%	1.3%	0%
C=CCN=C1SC(C)C(=O)N1S(=O)(=O)c1ccccc1 (stereo not drawn)	i	-7%	0%	0%	?	4%	-1%	i	-0.3%	-0.5%	-2%
CCSc1nnc(NC(=O)c2csc3c2CCCC3)s1	i	28%	0%	9%	i	-1%	0%	i	-1.6%	0.7%	5%
N=c1sc2ccccc2n1CCS (tested in a mixture with another compound)	?	.	-2%[11.5 µM]	-9%[11.4 µM]	i	0%[11.5 µM]	-2%[9.22 µM]	?	-1.2%[15.4 µM]	0.9%[15.4 µM]	4%[9.17 µM]
O=C(NCc1ccncc1)/C(=N/O)c1ccccc1	i	-3%	2%	5%	?	4%	4%	i	-0.4%	0.1%	-16%
OCl	.	.	-1%	12%	.	-1%	.	.	-0.7%	1.7%	.
COC(=O)c1cc(OC)c(OC)cc1NC(=O)c1c(-c2ccccc2Cl)noc1C	.	27%[7.66 µM]	-1%	?	.	-4%	-2%	.	2.2%	1.3%	-18%[9.17 µM]
COC(=O)CNC(=O)CNC(=O)Nc1ccccc1	i	0%	1%	10%	i	1%	3%	i	-0.7%	0.6%	0%
CC1=C/C(=C\c2ccc3c(c2)OCO3)C(=O)S1	?	16%	-5%	?	?	-3%	-1%	?	4.3%	-1.2%	5%
Cc1ccc(N(CC(=O)N2CCN(C3CCCCC3)CC2)S(=O)(=O)c2cccnc2)cc1	i	19%	1%	12%	i	0%	-2%	i	1.5%	-0.7%	4%
COc1ccc2oc(=O)c(NC(=O)C3CCCCC3)cc2c1	6.2e-08M*	6%	0%	18%	i	0%	1%	7e-08M*	-0.6%	-0.3%	5%
CCCCN(CC)C(=O)Cc1c(C(=O)O)[nH]c2ccc(Cl)cc12	i	5%	-3%	0%	i	0%	6%	i	-0.8%	-1.1%	-6%
CCn1c(SCC(=O)NCCOc2ccccc2)nc2ccccc2c1=O	.	11%	0%	?	.	-3%	2%	.	2.0%	1.3%	-3%
CCCCN(C)C(=O)c1c[nH]c2ccc(S(=O)(=O)N3CCOCC3)cc2c1=O	.	.	-1%	?	.	-2%	.	.	-0.1%	0.9%	-4%
CCCCn1c(SCC(N)=O)nnc1-c1cc(OC)c(OC)c(OC)c1	i	0%	0%	1%	i	-3%	-1%	i	-1.7%	-1.1%	-2%
CCCOc1ccc(C2c3c(oc4ccccc4c3=O)C(=O)N2CCN(CC)CC)cc1OC (stereo not drawn)	i	24%	-4%	6%	i	-3%	-2%	i	-1.1%	-0.8%	-2%
COc1c(OC)c2occc2c2oc(=O)ccc12	.	-5%	0%	.	.	0%	.	.	0.0%[3.08 µM]	-1.0%	.
COc1ccccc1-c1coc2c(CN3CCN(CCO)CC3)c(O)ccc2c1=O	1e-06M*	2%	-10%	3%	i	-9%	2%	1.3e-06M*	-1.9%	-0.5%	-3%
O=C(NCCS(=O)CCNC(=O)C(F)(F)F)C(F)(F)F	i	5%	1%	4%	?	-1%	1%	i	-6.7%	-1.7%	18%
CC(C)(C)NCC(O)COc1ccccc1C(C)(C)C (stereo not drawn)	i	10%	0%	14%	i	5%	-2%	i	-0.3%	1.2%	-2%
CCOc1ccc(OCCCCN(C)C)cc1	.	-1%	1%	11%	.	-1%	2%	.	-2.0%	0.9%	0%
Cn1c(=O)cnc2cnc(OCc3ccccc3)nc21	i	30%	-4%	?	i	-5%	5%[9.22 µM]	i	-1.5%	-2.2%	2%
CCn1c(C(=O)NCCCN2CCc3ccccc3C2)cc2sccc21	.	.	-3%	?	.	-1%	.	.	-2.3%	-0.5%	.

The final six compounds of the part above come first, to join the parts:
SMILES	A350 fluor	USP2a inh	Caspase-7 inhib	HEK293 cAMP cs	Fluorescein fluor	Casp1 inh	GFP derepression	4MU fluor	BRCT PPI green	BRCT inh red	UbGFP stabilizer
COc1ccccc1-c1coc2c(CN3CCN(CCO)CC3)c(O)ccc2c1=O	1e-06M*	2%	-10%	3%	i	-9%	2%	1.3e-06M*	-1.9%	-0.5%	-3%
O=C(NCCS(=O)CCNC(=O)C(F)(F)F)C(F)(F)F	i	5%	1%	4%	?	-1%	1%	i	-6.7%	-1.7%	18%
CC(C)(C)NCC(O)COc1ccccc1C(C)(C)C (stereo not drawn)	i	10%	0%	14%	i	5%	-2%	i	-0.3%	1.2%	-2%
CCOc1ccc(OCCCCN(C)C)cc1	.	-1%	1%	11%	.	-1%	2%	.	-2.0%	0.9%	0%
Cn1c(=O)cnc2cnc(OCc3ccccc3)nc21	i	30%	-4%	?	i	-5%	5%[9.22 µM]	i	-1.5%	-2.2%	2%
CCn1c(C(=O)NCCCN2CCc3ccccc3C2)cc2sccc21	.	.	-3%	?	.	-1%	.	.	-2.3%	-0.5%	.
COC(=O)C1(C)NC(=O)c2ccccc2N1 (stereo not drawn)	.	.	-2%	3%	.	0%	.	.	-0.8%	-2.7%	-3%
O=C(CSc1nnc(Cc2ccccc2)o1)NC1CC2CCC1C2 (stereo not drawn)	i	10%	0%	2%	i	-1%	4%	i	-0.3%	-0.5%	16%
CC(C)(C)C1CCC2(CC1)CCN(CCCN1CCOCC1)CC2	i	.	-1%[11.5 µM]	15%[11.4 µM]	i	-2%[11.5 µM]	-4%[9.22 µM]	i	-1.0%[15.4 µM]	-0.7%[15.4 µM]	1%[9.17 µM]
CC[C@@H](Nc1ncnc2nc[nH]c12)C(=O)O	i	.	-1%[11.5 µM]	-3%[11.4 µM]	i	-2%[11.5 µM]	-2%[9.22 µM]	i	0.0%[15.4 µM]	2.2%[15.4 µM]	-1%[9.17 µM]
Cc1cc(C)n(-c2nc3ccccc3c(=O)n2OCC(=O)OCc2ccccc2)n1	?	10%	-1%	?	i	-3%	0%	?	-0.2%	0.6%	2%
Cc1c(NC(=O)CCC(=O)N2CCCCC2)c(=O)n(-c2ccccc2)n1C	i	3%	0%	-11%	i	-1%	2%	i	1.7%	0.6%	6%
C[N+]1(C)CC(O)[C@H](C(=O)[O-])C1 (stereo partly drawn)	.	14%	3%	.	.	-1%	.	.	0.9%	-0.1%	.
COC(=O)c1ccc(C(/C=C/[C@@H](C)C(=O)NCc2ccccc2)NC(=O)OCc2ccccc2)cc1 (stereo partly drawn)	.	.	-2%	?	.	-1%	.	.	-3.5%	-1.5%	.
CCN(CC)S(=O)(=O)c1cccc(C(=O)Nc2cccnc2)c1	2.3e-08M*	6%	2%	3%	i	-3%	-3%	2e-08M*	-0.9%	-1.2%	-4%
COc1ccccc1-c1nnc(SCC(=O)NC2CCCCC2)o1	.	.	-1%	2%	.	-4%	-2%	.	0.0%	-1.3%	0%
O=C(NCCCn1ccnc1)c1cn(Cc2ccc(F)cc2)nn1	i	7%	0%	10%	?	2%	0%	i	-1.5%	-1.7%	-1%
Cc1ccc(S(=O)(=O)NC(=O)NN2C[C@H]3CCC[C@@H]3C2)cc1	i	15%[17.1 µM]	0%[25.7 µM]	1%[25.6 µM]	?	1%[25.7 µM]	2%[20.6 µM]	i	0.4%[34.4 µM]	-0.6%[34.4 µM]	5%[20.5 µM]
O=C(OCCNC(=O)c1ccc2ccccc2n1)c1cccnc1	.	8%	-1%	19%	.	1%	-4%	.	0.4%	-1.7%	30%
O=C(O)CCCNc1ccc(S(=O)(=O)Nc2ccccc2C(=O)O)cc1C(=O)O	.	.	0%	-11%	.	-1%	.	.	-3.2%	-0.4%	.
CN(C)CCCN1CCC2(CCC(C(C)(C)C)CC2)CC1	i	.	-3%[11.5 µM]	-5%[11.4 µM]	i	0%[11.5 µM]	0%[9.22 µM]	i	0.6%[15.4 µM]	-1.0%[15.4 µM]	-3%[9.17 µM]
